USP30 inh = blocks human USP30 ubiquitin-rhodamine cleavage | Q70CQ3 | purified USP30, Ub-rhodamine cleavage fluorescence | inhibition, % at 25 µM | 47,000 tested, 5.3% active | AID 1645860
UCHL1 inh = inhibitors of human UCHL1 deubiquitinase; purified UCHL1, Ub-rhodamine cleavage fluorescence; P09936; 47,000 tested, 0.2% active; inhibition, % at 20 µM
USP8 block = human USP8 deubiquitinase inhibition; inhibition, % at 20 µM; purified USP8, Ub-rhodamine cleavage fluorescence, 30 min; 47,000 tested, 4.2% active
USP7 block = human USP7 deubiquitinase inhibition. purified USP7, Ub-rhodamine cleavage fluorescence. inhibition, % at 20 µM. 47,000 tested, 0.3% active
Target sequence (Q93009 whole entry, looked up): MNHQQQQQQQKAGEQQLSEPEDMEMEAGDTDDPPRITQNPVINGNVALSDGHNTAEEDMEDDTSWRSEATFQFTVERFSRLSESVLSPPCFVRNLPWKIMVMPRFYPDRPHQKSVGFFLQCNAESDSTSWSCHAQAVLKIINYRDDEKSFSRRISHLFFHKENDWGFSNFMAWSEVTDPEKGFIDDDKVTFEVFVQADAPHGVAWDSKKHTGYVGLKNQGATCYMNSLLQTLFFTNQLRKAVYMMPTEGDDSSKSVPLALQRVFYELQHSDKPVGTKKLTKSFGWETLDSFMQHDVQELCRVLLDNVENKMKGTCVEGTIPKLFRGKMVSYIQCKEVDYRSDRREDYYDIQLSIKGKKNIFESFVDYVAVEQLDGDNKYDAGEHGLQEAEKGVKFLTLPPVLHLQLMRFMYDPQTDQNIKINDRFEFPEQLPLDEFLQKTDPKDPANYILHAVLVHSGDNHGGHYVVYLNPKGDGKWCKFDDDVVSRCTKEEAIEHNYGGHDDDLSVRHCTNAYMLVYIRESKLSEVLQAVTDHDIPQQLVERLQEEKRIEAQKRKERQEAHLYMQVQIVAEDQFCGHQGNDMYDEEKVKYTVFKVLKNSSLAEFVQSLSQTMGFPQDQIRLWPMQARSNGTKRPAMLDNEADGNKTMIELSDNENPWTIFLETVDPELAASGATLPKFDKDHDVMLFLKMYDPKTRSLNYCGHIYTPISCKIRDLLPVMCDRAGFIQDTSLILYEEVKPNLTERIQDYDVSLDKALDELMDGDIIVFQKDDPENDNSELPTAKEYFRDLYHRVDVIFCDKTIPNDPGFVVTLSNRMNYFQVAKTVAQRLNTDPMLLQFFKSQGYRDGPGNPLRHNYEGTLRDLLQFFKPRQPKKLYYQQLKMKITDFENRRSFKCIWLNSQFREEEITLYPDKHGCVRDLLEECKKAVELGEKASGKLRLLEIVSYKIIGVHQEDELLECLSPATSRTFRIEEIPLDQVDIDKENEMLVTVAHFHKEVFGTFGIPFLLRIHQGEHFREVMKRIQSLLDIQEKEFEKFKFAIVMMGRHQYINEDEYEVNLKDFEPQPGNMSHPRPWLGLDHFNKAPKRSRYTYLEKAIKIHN
USP17 inh = human USP17-like deubiquitinase inhibition; inhibition, % at 50 µM; 47,000 tested, 6.5% active; A8MUK1; purified USP17, Ub-rhodamine cleavage fluorescence, 3 h
USP10 inh = human USP10 deubiquitinase inhibition; 47,000 tested, 1.1% active; inhibition, % at 20 µM; AID 1645856; Q14694; purified USP10, Ub-rhodamine fluorescence, 60 min
USP28 inh = human USP28 deubiquitinase inhibition; Q96RU2; purified USP28, Ub-rhodamine cleavage fluorescence, 30 min; inhibition, % at 25 µM; 47,000 tested, 3% active; AID 1645857
OTUD3 block = inhibitors of human OTUD3 deubiquitinase. Q5T2D3. purified OTUD3, Ub-rhodamine fluorescence, 2 h. inhibition, % at 25 µM. 47,000 tested, 0.7% active. AID 1645858
* hit, by the source's call; i = inactive; · = not tested or not shown. No stated cut-off is given here; in the data, active means inhibition above about 30%; inactive means the rest.

smiles,USP30 inh,UCHL1 inh,USP8 block,USP7 block,USP17 inh,USP10 inh,USP28 inh,OTUD3 block
CCc1ccccc1NC(=O)c1nc2c(=O)[nH]c3cc(C)ccc3n2n1,-66,-1,0,2,-10,-2,-15,-8
Cc1cccc(C)c1OC(=O)CN(c1ccc(Cl)cc1)S(C)(=O)=O,-5,4,2,-86,-1,5,3,-6
COc1ccc(COc2ccc3c(C)c(CC(=O)N4CC[C@@]5(O)CCCC[C@H]5C4)c(=O)oc3c2)cc1,52*,-3,34*,4,46*,62*,20,8
Cc1ccc(C)c(NC(=O)CC23CC4CC(C2)CC(n2nnc(C)n2)(C4)C3)c1,13,2,0,3,6,7,0,0
COc1cccc(Cn2nc3n(C(C)C)c(=O)c4ccc(C(=O)NCC(C)C)cc4n3c2=O)c1,23,1,0,·,33*,1,15,22
Cc1ccccc1NC(=O)CN1C(=O)C2CCCN2C(=O)c2ccc(F)cc21 (stereo not given),-5,0,3,-2,2,-1,-4,-6
Cn1c(=O)n(Cc2ccccc2C(F)(F)F)c2cncnc21,12,0,19,-2,5,1,3,1
O=C(CCc1nc(CSc2nnc(-c3ccncc3)o2)no1)Nc1ccccc1,8,-4,-260,-1,-36,2,-10,1
O=C(NCc1ccc(Cl)cc1)c1ccc(N2CCCS2(=O)=O)cc1,17,2,7,10,64*,13,45*,8
CC1CCc2cc(F)ccc2N1C(=O)c1ccncc1 (stereo not given),20,1,1,5,1,3,7,12
CN1CC(NC(=O)/C=C/c2ccc3c(c2)OCO3)CC1=O (stereo not given),-2,0,1,2,-6,3,0,1
c1cc(N2CCCCCC2)ncc1-c1noc(CN2CCC3(CC2)OCCO3)n1,-10,1,2,-15,9,-6,6,4
CCOc1ccc(CN2CC[C@@]3(NC(C)=O)CN(C(C)=O)C[C@H]3C2)cc1CO,15,0,19,0,14,0,5,15
COc1ccc(CNS(=O)(=O)Oc2ccccc2O)cc1OC,-27,-1,4,1,-88,-2,-12,0
Cc1nnc(NC(C)C)s1,·,1,5,3,10,2,·,0
Cc1ccccc1C(=O)NC(NC(=O)c1ccccc1C)c1ccc(N(C)C)cc1,0,-3,0,5,1,15,-3,6
CC(=O)Cn1cnc2scc(-c3ccc(Cl)cc3)c2c1=O,-31,-7,-18,-10,0,-7,-2,-15
O=C(Cc1cccc(F)c1)N1CCC(n2c(=O)[nH]c3cncnc32)CC1,-63,-10,-17,-11,-24,-3,-10,-20
CCc1nc2sc(C(C)C)nn2c1S(=O)(=O)N1CCOCC1,-7,-4,-1,-9,-6,0,-5,-7
COc1ccc(C(CNC(=O)CCc2ccccc2)N2CCOCC2)cc1 (stereo not given),14,3,14,-3,6,0,4,3
CCOC(=O)C1=C(CNc2cccnc2)NC(=O)NC1c1ccccc1 (stereo not given),-75,-6,-14,-8,-28,-11,-26,-21
COc1cccc(-c2cccc3c(C4CN(C(=O)NC(C)C)CCO4)ncn23)c1 (stereo not given),-82,-22,-52,-20,-30,-2,-20,-21
Cc1cc(C)c(-c2noc(C)n2)c(NC(=O)c2cc(F)ccc2F)n1,-1,-2,6,-1,4,0,-2,-3
CCN1CC(c2nc3ccccc3n2Cc2ccc(Cl)cc2)CC1=O (stereo not given),-6,-3,-6,-91,-9,-2,-3,-8
Cc1ccccc1Cn1c(=O)n(CC2CCC(C(=O)NC3CCCC3)CC2)c(=O)c2ccccc21 (stereo not given),6,-1,-2,1,16,10,1,12

As a working copy, some entries already given:
smiles,USP30 inh,UCHL1 inh,USP8 block,USP7 block,USP17 inh,USP10 inh,USP28 inh,OTUD3 block
Cc1cc(C)c(-c2noc(C)n2)c(NC(=O)c2cc(F)ccc2F)n1,-1,-2,6,-1,4,0,-2,-3
CCN1CC(c2nc3ccccc3n2Cc2ccc(Cl)cc2)CC1=O (stereo not given),-6,-3,-6,-91,-9,-2,-3,-8
Cc1ccccc1Cn1c(=O)n(CC2CCC(C(=O)NC3CCCC3)CC2)c(=O)c2ccccc21 (stereo not given),6,-1,-2,1,16,10,1,12

(listing goes on)
smiles,USP30 inh,UCHL1 inh,USP8 block,USP7 block,USP17 inh,USP10 inh,USP28 inh,OTUD3 block
COc1ccc(-c2cc(C(=O)N3CCN(c4ccccn4)CC3)[nH]n2)cc1,11,4,14,4,46*,4,21,10
Cn1c(=O)c(C(=O)N2CCc3ccccc3C2)cc2cccnc21,-146,-7,-18,-3,-34,-2,-36,-24
CC1(C)COCN1C(=O)c1cc2c(=O)n3ccccc3nc2n1Cc1ccccc1,3,5,5,-10,0,-3,0,2
O=c1c2ccccc2n(Cc2ccccc2Cl)c(=O)n1Cc1ccco1,-1,-1,-2,-9,-9,4,8,-8
CC1CCN(S(=O)(=O)N2CCCC(C(=O)NC3CCN(Cc4ccccc4)CC3)C2)CC1 (stereo not given),-1,-2,-6,-6,-11,-4,-8,-9
CCn1nccc1C(C)NC(=O)c1cc(C2CC2)nc2c1c(C)nn2C(C)C (stereo not given),0,3,0,0,0,-2,-3,-6
COc1ccccc1NC1=NS(=O)(=O)C(c2ccc(F)cc2)=C1C,-7,-2,0,2,23,2,0,-10
C=C1C([C@@]2(C)[C@@H](OC(C)=O)CC(=O)O[C@](C)(COC(C)=O)[C@@H]2CC(=O)OC)[C@@H](OC=O)[C@H](OC(=O)C(O)C(C)CC)[C@@]2(C)[C@H](c3ccoc3)CC(=O)[C@]12O (stereo not given in full),4,2,-4,4,-19,-4,-22,-26
COc1ccc(C(=O)OCC(=O)N2CC(=O)Nc3ccccc32)c(OC)c1,-16,-6,-6,-3,-11,-5,-7,-10
O=C(Nc1cccc(Cl)c1)N1CC[C@@H]2CN(Cc3cccnc3)S(=O)(=O)[C@@H]2CC1,7,2,9,6,·,1,8,9
Cc1cccc(Nc2nnc(Cc3ccccc3)c(=O)[nH]2)c1,15,2,59*,16,5,16,8,7
COc1cccc(C(=O)N2CCC3(CC2)N=C(c2ccccc2)NO3)c1,-91,-4,-10,0,-14,-8,-16,-12
N#Cc1ccc(NC(=O)/C(=C/c2ccco2)n2nnnc2-c2ccccc2)cc1,·,-5,-13,-2,-12,-4,·,-6
O=C(CCC(=O)N1CCSc2ccccc21)Nc1cccc(F)c1,-41,0,-2,0,-10,-7,-6,-7
Cc1cnc(C(=O)N2CCCC(c3cc(Nc4ccccn4)cc(C)n3)C2)cn1 (stereo not given),9,4,6,4,5,0,3,8
Cn1nc(C(F)(F)F)c(/C=C(\C#N)c2ccc(Cl)c(Cl)c2)c1Cl,10,7,16,6,13,12,14,12
Cc1ccc(NC(=O)CCS(=O)(=O)c2ccc3c(c2)SC(C)C(=O)N3)c(Br)c1 (stereo not given),-231,-2,-22,-7,-12,0,-12,-45
Cc1ccc(NC(=O)Cn2c(C)ncc(C(=O)NC3CC3)c2=O)c(C)c1,-5,-4,-2,-4,-6,1,-14,-1
Cc1cc(=O)n2c(n1)NC(N1CCC(Cc3ccccc3)CC1)=NC2c1cccnc1 (stereo not given),22,1,14,0,-1,-4,3,9
CCC(=O)NC1CCN(c2nc3c(s2)c(C)nn3-c2ccc(F)cc2)CC1,-21,-3,-45,0,-12,1,-2,-8
O=C(NCCCn1ccnc1)c1nn(-c2ccc(F)cc2)cc1OCc1ccccc1,-5,-2,-53,-8,-11,0,-2,0
COc1ccc(NC(=O)CSc2ncccc2C(=O)N2CCC(Cc3ccccc3)CC2)cc1OC,2,6,-1,0,11,0,0,0
COc1ccc([C@H]2N(C(=O)c3cc(C4CC4)on3)CCC[C@]23CCC(=O)N3)cc1,-5,-3,1,-1,-2,0,1,-2
COc1ccc2nc(N(Cc3ccncc3)C(=O)c3ccc(C)cc3)sc2c1,-67,0,22,0,-37,7,-18,1
Cc1ccc(-n2nnc(C(=O)Nc3ccccc3)c2C)cc1,16,1,0,-8,49*,2,6,15
CN(C(=O)C1CCN(S(=O)(=O)c2cccc3nsnc23)CC1)c1ccc(Br)cc1,9,11,-23,20,2,2,-5,0
Cc1c(C(=O)CSc2nc3ccccc3[nH]2)c2ccccc2n1C,8,-7,-11,-119,·,-6,5,-12
O=C1c2ccccc2S(=O)(=O)N1Cc1ccc2nsnc2c1,23,4,15,0,4,0,35*,7
CCOc1ccc2ncc(S(=O)(=O)c3ccccc3)c(Nc3ccc(Cl)cc3)c2c1,28,5,22,7,10,10,13,12
Cc1cccc(-c2c(NC(=O)c3cccs3)n(C)c3ccccc3c2=O)c1,29,-1,10,0,15,0,9,10
O=C1CCCN1CCCNc1nc2ccccc2c2nc(-c3ccncc3)nn12,-5,2,-6,5,-1,2,-4,-2
CCCc1nn(-c2cccc(Cl)c2)c(C)c1C(=O)O,-8,-1,-148,3,-15,2,-6,4
O=C(NC1CCCCC1)C(c1ccccc1)N(Cc1ccc2c(c1)OCO2)C(=O)C1COc2ccccc2O1 (stereo not given),-39,-6,-15,-8,-16,-6,-10,-21
COc1ccc(C2c3[nH]c4ccccc4c3C[C@H]3C(=O)N(c4ccccc4C(=O)NC4CCCCC4)C(=O)N23)cc1 (stereo not given in full),i,-47,-52,-45,-115,-3,-168,-79
Cc1ccc(CNC(=O)C(C)n2cnc3nc(N4CCCCC4)ncc3c2=O)cc1 (stereo not given),15,0,1,-6,5,12,2,7
CCc1ccccc1N1CC(c2nnc(NC(C)=O)s2)CC1=O (stereo not given),20,1,1,2,1,0,6,9
NC(=O)c1ccc(NC(=O)CCCC2=NS(=O)(=O)c3ccccc3N2)cc1,-23,-4,-18,0,-12,0,-12,-6
CCOc1ccc(N2C(=O)N(CC(=O)c3ccc(F)cc3)c3ccccc3S2(=O)=O)cc1,13,3,15,10,13,5,14,7
Cc1ccc(OCC(=O)Nc2c(C)nc3scc(C)n3c2=O)cc1,12,1,-10,1,4,0,3,4
Cc1cc(C)cc(NC(=O)C2C3C=CC4(O3)C2C(=O)N(Cc2ccc3c(c2)OCO3)C4C(=O)NC2CCCCC2)c1 (stereo not given),-34,-1,4,-11,-12,9,-6,8
COc1c(O)c(O)c2c(=O)cc(-c3ccc(O)cc3)oc2c1OC,13,12,20,-45,67*,14,40*,46*

Some entries already given, reduced to USP17 inh and USP7 block:
SMILES | USP17 inh | USP7 block
Cc1ccc(CNC(=O)C(C)n2cnc3nc(N4CCCCC4)ncc3c2=O)cc1 (stereo not given) | 5 | -6
CCOc1ccc2ncc(S(=O)(=O)c3ccccc3)c(Nc3ccc(Cl)cc3)c2c1 | 10 | 7
O=C(NC1CCCCC1)C(c1ccccc1)N(Cc1ccc2c(c1)OCO2)C(=O)C1COc2ccccc2O1 (stereo not given) | -16 | -8
Cc1c(C(=O)CSc2nc3ccccc3[nH]2)c2ccccc2n1C | · | -119

One compound at a time, as listed above. Values in the order: USP30 inh, UCHL1 inh, USP8 block, USP7 block, USP17 inh, USP10 inh, USP28 inh, OTUD3 block
Cc1c(C(=O)CSc2nc3ccccc3[nH]2)c2ccccc2n1C is entered as 8, -7, -11, -119, ·, -6, 5, -12
NC(=O)c1ccc(NC(=O)CCCC2=NS(=O)(=O)c3ccccc3N2)cc1 is entered as -23, -4, -18, 0, -12, 0, -12, -6

Screening data from PubChem BioAssay.
